Screening results (PubChem)
CHT allo act – human CHT allosteric activation; Q9GZV3; CHT-expressing cells, membrane potential dye, choline EC20; stronger effect = higher value; LV-AA mutant CHT in HEK293 cells; B-score at 10 µM; actives 0.49% (n = 310,000); AID 488977;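 active means initial fluorescence not abnormally high and integrated response B-score, plate-corrected, over 3 SD above library mean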
Target sequence (Q9GZV3 whole entry, looked up): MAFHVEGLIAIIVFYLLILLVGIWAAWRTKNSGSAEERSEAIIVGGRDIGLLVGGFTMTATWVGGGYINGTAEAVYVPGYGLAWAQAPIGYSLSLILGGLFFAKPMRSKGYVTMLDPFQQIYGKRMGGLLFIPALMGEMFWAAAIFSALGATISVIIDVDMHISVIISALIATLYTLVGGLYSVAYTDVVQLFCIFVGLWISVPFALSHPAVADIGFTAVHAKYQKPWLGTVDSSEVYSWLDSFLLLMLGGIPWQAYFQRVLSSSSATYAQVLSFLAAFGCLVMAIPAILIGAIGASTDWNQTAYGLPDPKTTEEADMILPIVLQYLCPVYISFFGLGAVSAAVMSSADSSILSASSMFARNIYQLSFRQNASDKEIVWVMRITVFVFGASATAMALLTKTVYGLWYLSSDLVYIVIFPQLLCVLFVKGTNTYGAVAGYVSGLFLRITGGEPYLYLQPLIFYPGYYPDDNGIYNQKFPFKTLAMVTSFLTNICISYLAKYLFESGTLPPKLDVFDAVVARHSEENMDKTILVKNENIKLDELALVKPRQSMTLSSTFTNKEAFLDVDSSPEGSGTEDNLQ
CHT block – inhibitors of human choline transporter CHT. Q9GZV3. CHT-expressing cells, membrane potential dye, choline response; stronger effect = lower value. B-score at 10 µM. actives 0.86% (n = 310,000);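 active means B-score over 3 SD under the library average, and starting fluorescence ratio not unusually high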;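 further: choline stimulus applied at its EC90 after an EC20 pre-addition; B-score computed on integrated fluorescence ratio after choline addition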
Starred values were filed as active, the others as inactive; i = inactive.

item	Molecule	CHT allo act	CHT block
1	Cc1ccc(NC(=O)CN(C)Cc2ccc(Cl)cc2)cc1	i	i
2	CC(C)C(Nc1ncnc2c1oc1ccccc12)C(=O)O (centres undefined)	i	i
3	C=CCOc1cccc(C2C(C(=O)c3ccc(C)o3)=C(O)C(=O)N2c2nnc(C)s2)c1 (centres undefined)	i	i
4	CC(C)(C)NC(=O)NC(=O)CN1CCN(S(=O)(=O)c2ccc3c(c2)CCCC3)CC1	i	i
5	N#CCC(CNc1ncc(C(F)(F)F)cc1Cl)OC(=O)c1cccc(C(F)(F)F)c1 (centres undefined)	i	i
6	CCCCN(C(=O)c1cc(Cl)nc2ccccc12)c1c(N)n(Cc2ccccc2)c(=O)[nH]c1=O	i	i
7	COCCNC(=S)Nc1ccccc1[N+](=O)[O-]	i	i
8	Cc1cc(C)c(C(=O)C(C)OC(=O)Cn2cnc3c2c(=O)n(C)c(=O)n3C)cc1C (centres undefined)	i	i
9	C/C(=N\OCc1ccc(C#N)cc1)c1cc2ccccc2o1	i	i
10	O=C(NCc1ccco1)c1noc2c1CCCCC2	i	i
11	COC(=O)c1cc(OC)c(OC)c(OC)c1N	i	i
12	COc1ccc(C(=O)N2CCN(C)C(=O)[C@@H]2C)cc1OC1CCN(C(C)=O)CC1	i	i
13	O=C(O)c1cc(NS(=O)(=O)c2ccc(NC3CCCCC3)c([N+](=O)[O-])c2)cc(C(=O)O)c1	i	i
14	O=[N+]([O-])c1ccc(N/N=C/c2c[nH]c3ccccc23)c(S(=O)(=O)Nc2ccc(Cl)cc2)c1	i	i
15	COC(=O)C1CCN(C(=O)Cc2ccccc2OC)CC1	i	i
16	Cc1cccc(-c2nnc(NC(=O)c3ccco3)s2)c1	i	i
17	CC(c1nccs1)N(C)C(=O)c1cn(Cc2cccc3ccccc23)nn1 (centres undefined)	i	i
18	Cc1ccc(CNCCCSc2nc(C)cc(C)n2)cc1	i	i
19	CC1CCN(C(=O)N[C@@H](Cc2ccccc2)C(=O)O)CC1	i	i
20	Cc1ccc(-n2nc3c(=O)n(CC(=O)NC4CCCCCC4)nc(C)c3c2C)cc1	i	i
21	O=C(Nc1cccc(C(=O)O)c1)/C(=C/c1ccccc1)NC(=O)c1cccc(Br)c1	i	i
22	O=C1CC(Cc2ccc(Cl)cc2)C(=O)N1c1ccncc1 (centres undefined)	i	i
23	O=C(c1ccc(NC2=NC3CS(=O)(=O)CC3S2)cc1)N1CCN(c2ccc([N+](=O)[O-])cc2)CC1 (centres undefined)	i	i
24	Cc1cc(C)c(C)c(S(=O)(=O)N2CCC(C(=O)N3CC(C)CC(C)C3)CC2)c1C (centres undefined)	i	i
25	Cc1onc(-c2c(Cl)cccc2Cl)c1/C(N)=N/OC(=O)C1CC1	i	i
26	Cc1ccc(/C=N/NC(=O)C(NC(=O)c2ccccc2)c2n[nH]c(=O)c3ccccc23)cc1 (centres undefined)	i	i
27	Cc1cc(C)c(C)c(OCCOCCN2CCN(C)CC2)c1	i	i
28	CC#CC(=O)N1CCC(C(=O)Nc2ccc(Oc3ccccc3)nc2)CC1	i	i
29	Cc1cc(NC(=O)/C=C/C(=O)N(CC(=O)NC2CCCC2)c2cccc3ccccc23)no1	i	i
30	CCN1CCN(CCCNC(=O)c2cc3c(=O)[nH]c4ccccc4c3s2)CC1	i	i
31	Cc1ccccc1N1CCN(C2CCCN(C(=O)CCC(F)(F)F)C2)CC1 (centres undefined)	i	i
32	C/C=C/c1ccc(OCCN2C(=O)NC(C)(C)C2=O)c(OC)c1	i	i
33	COC(=O)c1ccc(S(=O)(=O)N2Cc3ccccc3C2)cc1	i	i
34	CCc1nc(SCC(=O)N2CCc3cc(OC)c(OC)cc3C2)c(C#N)cc1C	i	i
35	C=CCn1c(=NC(=O)c2ccccc2[N+](=O)[O-])sc2cc(S(C)(=O)=O)ccc21	i	i
36	CCOC(=O)c1c(C)oc2cc(Cl)c(O)c(CN(C)C)c12	i	i
37	COc1ccc(CCNC(=O)CNC(=O)c2ccc(Br)o2)cc1OC	i	i
38	CC(C)C1/C(=N/O)CC(c2ccccc2)NC1c1ccccc1 (centres undefined)	i	i
39	CCc1nnc(NC(=O)CN2CCN(Cc3ccc(C)cc3)CC2)s1	i	i
40	COc1ccc(OC)c(S(=O)(=O)Nc2cnc3ccccc3c2)c1	i	i
41	Cn1c(CNC(=O)c2cccs2)nnc1SCC(=O)Nc1ccccc1	i	i
42	Cc1cccc(N2C(=S)NC3c4cc(Cl)ccc4OC2(C)C3C(=O)N(C)C)c1 (centres undefined)	i	i
43	COc1cc(N2CN=c3s/c(=C\c4ccccn4)c(=O)n3C2)cc(OC)c1OC	i	i
44	COc1ccc(-c2nn(-c3ccccc3)cc2C(=O)N/N=C/c2ccc([N+](=O)[O-])o2)cc1	i	i
45	Cc1cc(Oc2ccc(C(C)(C)C)cc2)nc(N2CCOCC2)n1	i	i

The final 6 records of the part above open the next one:
item	Molecule	CHT allo act	CHT block
40	COc1ccc(OC)c(S(=O)(=O)Nc2cnc3ccccc3c2)c1	i	i
41	Cn1c(CNC(=O)c2cccs2)nnc1SCC(=O)Nc1ccccc1	i	i
42	Cc1cccc(N2C(=S)NC3c4cc(Cl)ccc4OC2(C)C3C(=O)N(C)C)c1 (centres undefined)	i	i
43	COc1cc(N2CN=c3s/c(=C\c4ccccn4)c(=O)n3C2)cc(OC)c1OC	i	i
44	COc1ccc(-c2nn(-c3ccccc3)cc2C(=O)N/N=C/c2ccc([N+](=O)[O-])o2)cc1	i	i
45	Cc1cc(Oc2ccc(C(C)(C)C)cc2)nc(N2CCOCC2)n1	i	i
46	CCCn1c(N)cc(=O)n(C)c1=O	i	i
47	Cc1c(CCC(=O)N2CCC(C(=O)O)CC2)c(=O)oc2cc3oc4c(c3cc12)CCCC4	i	i
48	Cc1c(NC(=O)CSc2ccc3c(c2)OCCO3)c(=O)n(-c2ccccc2)n1C	i	i
49	COc1ccc(-c2cc(C(=O)NC(Cc3cc4ccccc4[nH]3)C(=O)O)c(C)o2)cc1OC (centres undefined)	i	i
50	CCN(CC(=O)Nc1cccc(F)c1)CC(=O)Nc1ccccc1OC	i	i
51	O=C(c1cccc2ccccc12)N1CCN(c2ccc([N+](=O)[O-])c(N3CCOCC3)c2)CC1	i	i
52	Cc1csc(NC(=O)CSc2nnc(NC(=O)C3CC(=O)N(c4ccccc4)C3)s2)n1 (centres undefined)	i	i
53	CC(=O)c1ccccc1NC(=O)CCNC(=O)c1ccco1	i	i
54	COCCCn1c(=S)[nH]c2ncccc2c1=O	i	i
55	CN1CC(=O)Nc2ccc([N+](=O)[O-])cc2C1=O	i	i
56	O=C(Nc1ccccc1O)c1ccc(NS(=O)(=O)c2cccc3cccnc23)cc1	i	i
57	Fc1ccc(CNC(=S)Nc2cccc(Cl)c2)cc1	i	i
58	Cc1ccccc1N1CCN(S(=O)(=O)N(C)C)CC1	i	i
59	COC(=O)c1ccc(C2/C(=C(\O)c3ccc4c(c3)OCCO4)C(=O)C(=O)N2CCCN2CCOCC2)cc1 (centres undefined)	i	i
60	CC(C)(C)c1nnc(N/N=C/c2ccc(Br)cc2)n(N)c1=O	i	i
61	Cc1onc(-c2c(Cl)cccc2Cl)c1C(=O)N=C(N)N1CC(C)OC(C)C1 (centres undefined)	i	i
62	CC(=O)N1CCN(C(=S)NCc2ccccc2)CC1	i	i
63	COc1ccc(CCN(C)CCC(=O)Nc2c(C)cc(C)cc2C)cc1OC	i	i
64	Cc1ccccc1NC(=O)CSc1nc(O)cc(=O)n1C	i	i
65	COc1ccccc1C1=NOC(C)(c2sc(-c3ccc(Cl)cc3)nc2C)C1 (centres undefined)	i	i
66	O=C(c1ccco1)N1CCC(c2nc(-c3ccccc3Cl)no2)CC1	i	-5.73*
67	O=C(CCSc1ccc(Br)cc1)Nc1cccnc1	i	i
68	CN(C)S(=O)(=O)c1ccc(C(=O)NC(=O)CSc2ccccc2)cc1	i	i
69	Cc1ccc(C(=O)Nc2nnc(-c3ccc(C(C)(C)C)cc3)s2)cc1	i	i
70	O=C(COc1ccccc1)N=C1SC2CS(=O)(=O)CC2N1Cc1ccccc1 (centres undefined)	i	i
71	CC(=O)N(C)c1ccc(NC(=O)C(c2ccccc2)c2ccccc2)cc1	i	i
72	O=C(/C=C/c1c(F)cccc1Cl)Nc1ccc(S(=O)(=O)Nc2ncccn2)cc1	i	i
73	CSc1ccccc1NC(=O)c1ccoc1C	i	i
74	c1ccc(-c2ccccc2OCc2nnc3n2CCC3)cc1	i	-5.31*
75	Cc1nc2cccc(C(=O)Oc3ccc([N+](=O)[O-])cc3)c2o1	i	i

Arranged by SMILES length (highest first): 3 of the compounds above
item	Molecule	CHT allo act	CHT block
70	O=C(COc1ccccc1)N=C1SC2CS(=O)(=O)CC2N1Cc1ccccc1 (centres undefined)	i	i
71	CC(=O)N(C)c1ccc(NC(=O)C(c2ccccc2)c2ccccc2)cc1	i	i
67	O=C(CCSc1ccc(Br)cc1)Nc1cccnc1	i	i

One compound at a time, from the list above. Screens in order: CHT allo act	CHT block
COc1ccccc1C1=NOC(C)(c2sc(-c3ccc(Cl)cc3)nc2C)C1 (centres undefined) is listed as i	i
Cc1nc2cccc(C(=O)Oc3ccc([N+](=O)[O-])cc3)c2o1 is listed as i	i

(more compounds)
item	Molecule	CHT allo act	CHT block
76	COc1ccc(-n2nnnc2/C=C/Nc2cc(C(F)(F)F)ccc2OC)cc1	i	i
77	C/C=C/C=C\C(=O)Nc1cccc(C2=NOC3(C2)C[C@@H](C(N)=O)N(C(=O)c2cc([N+](=O)[O-])cc([N+](=O)[O-])c2C)C3)c1 (some centres undefined)	i	i
78	CC(C)C[C@H](NC(=O)[C@@H](Cc1ccccc1)n1c(=O)[nH]c2ccccc2c1=O)C(=O)N[C@@H](Cc1ccccc1)C(=O)O	i	i
79	CC(C)CCNC(=O)c1nnc(Cc2ccc(Cl)cc2)o1	i	i
80	COc1ccc(S(=O)(=O)NC(C)C(=O)N2CCCCCC2)cc1 (centres undefined)	i	i
81	Cc1nc(N2CCOCC2)c2c(C)c(C(=O)Nc3ccc(F)cc3Cl)sc2n1	i	i
82	COC(=O)C1=C(C)N(C)C(=O)NC1c1ccc([N+](=O)[O-])o1 (centres undefined)	i	i
83	CC1(c2ccc3ccccc3c2)NC(=O)N(CC(N)=O)C1=O (centres undefined)	i	i
84	Cc1cc(C)c(S(=O)(=O)NCC(c2ccc3c(c2)OCO3)N2CCOCC2)c(C)c1 (centres undefined)	i	i
85	COc1ccc(-c2cn3cccnc3n2)cc1NC(=O)c1cccs1	i	i
86	O=C(CCC(=O)N1CCN(c2ccc(F)cc2)CC1)c1ccccc1	i	i
87	O=C1COc2cccnc2N1	i	i
88	CC(=O)Nc1nc(NCc2ccccc2Cl)n(-c2ccccc2)n1	i	i
89	COc1cc(NC(=O)c2cc(-c3cccnc3)nc3ccc(Br)cc23)cc(OC)c1	i	i
90	O=C(NC1=NCCS1)c1ccc([N+](=O)[O-])cc1Cl	i	i

91. COc1ccc(NC(=O)c2ccc(NCC3CCCO3)c([N+](=O)[O-])c2)cc1 (centres undefined)
92. Cc1ccccc1N1CCN(C2CCCN(C(=O)c3cn4c(C)cccc4n3)C2)CC1 (centres undefined)
93. Cc1ccc(NC(=O)CN2C(=O)S/C(=C\c3ccc(-c4cccc(C(=O)O)c4C)o3)C2=O)cc1
94. Clc1ccccc1Cn1nnc(-c2ccccc2)n1
95. CC(C)n1c(-c2ccncc2)n[nH]c1=S
96. COc1ccc(C(=O)NC(=O)Nc2cc(C)ccn2)cc1
97. O=C(NCCCN1CCOCC1)c1c(O)c2cc(Br)cc(Br)c2[nH]c1=O
98. CC(=O)N1CCN(c2ccc(Nc3ncnc4c3oc3ccccc34)cc2)CC1
99. CCOc1ccc(CCNS(=O)(=O)c2ccc3c(c2)NC(=O)CO3)cc1OCC
100. CCn1cc(C(=O)NCc2ccco2)c(=O)c2cc(S(=O)(=O)N3CCc4ccccc4C3)ccc21

compound no.,91,92,93,94,95,96,97,98,99,100
CHT allo act,i,i,i,i,i,i,i,i,i,i
CHT block,i,i,i,i,i,i,i,i,i,i

101. Cc1ccccc1OCC(=O)NNC(=O)c1cc(S(=O)(=O)N(C)C)ccc1N1CCCC1
102. CC12CC3(C)CC(C)(C1)CC(C(N)=O)(C2)C3
103. CC(=O)Nc1ccc(-c2csc(Nc3ccc(S(N)(=O)=O)cc3)n2)cc1
104. CC1=C(C(=O)OC(C)C)C(c2ccccc2Cl)CC(=O)N1 (centres undefined)
105. CN(C)C(=S)NC(=O)c1cccc(Cl)c1
106. Cc1ccc(S(=O)(=O)c2nc(NCc3ccc4c(c3)OCO4)sc2Cl)cc1
107. Cn1c(=O)n(C)c2cc(NC(=O)COc3ccc(Cl)cc3)ccc21
108. COc1ccccc1CNC(=O)c1ccccc1OCc1ccc(F)cc1
109. NS(=O)(=O)c1ccc(Cl)c(C(=O)Nc2ccccc2[N+](=O)[O-])c1
110. O=C(Cc1nc2ccccc2[nH]1)c1ccc(Cl)cc1

compound no.,101,102,103,104,105,106,107,108,109,110
CHT allo act,i,i,i,i,i,i,i,i,i,i
CHT block,i,i,i,i,i,i,i,i,i,i

111. COC(=O)c1ccc(Oc2nc3ccccc3n3c(C)nnc23)cc1
112. O=C(c1ccccc1)N1CCC(c2nc3c(nnn3Cc3ccco3)c(=O)[nH]2)CC1
113. COc1ccccc1Oc1ccc(Oc2ccccc2OC)cc1
114. Cc1[nH]c2ccccc2c1/C=C/C(=O)c1ccccc1
115. O=C(NC(=S)Nc1cccnc1Cl)c1ccc(Cl)cc1
116. O=C(OCc1cc2ccccc2[nH]c1=O)c1ccccn1
117. O=S1(=O)CCN2C(Cc3ccc(SC(F)F)cc3)=CSC2=N1
118. Cc1ccc(Cn2ncc3c(NCCCN4CCOCC4)ncnc32)cc1
119. Cc1cccc(-n2c(C)cc(C)c(C#N)c2=O)c1
120. Cc1cc(NC(=O)CSc2nnc(-c3ccc(O)cc3)o2)no1
121. CC(C)(C)C(=O)Nc1ccc(F)cc1[N+](=O)[O-]
122. O=C(c1cccc(S(=O)(=O)N2CCCC2)c1)N(Cc1ccco1)C1CCS(=O)(=O)C1 (centres undefined)
123. Fc1ccccc1CNC(=S)NC1CCCCC1

compound no.,111,112,113,114,115,116,117,118,119,120,121,122,123
CHT allo act,i,i,i,i,i,i,i,i,i,i,i,i,i
CHT block,i,i,i,i,i,i,i,i,i,i,i,i,i
